# Bioassay records: PubChem BioAssay, National Center for Advancing Translational Sciences (NCATS)
# TGFb inhibitor: TGF-b pathway inhibition; HepG2 CAGA-GFP TGF-b/SMAD3 reporter, GFP fluorescence, 18 h; TGF-beta stimulated, 500 pg/mL final; 1.2% of 410,000 active; Potency, µM (titrated, usually from 46.1 µM), for the others: at the top dose activity, negative = inhibition, hits mostly inhibitors; also: potency is read from the fitted curve at half-maximal effect; % is scaled to controls: 0 for no effect and ±100 for the full control effect; nearly all actives have a fitted effect of over 65% in size
#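 Per well, imaged GFP fluorescence of HEPG2 CAGA-GFP cells gives the signal; cells get compound, then TGF-beta (500 pg/mL final), 18 h at 37 degrees C; %Activity versus -TGF-beta and +DMSO controls.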
# Nrf2 activator: activators of Nrf2 (ARE) signaling; Potency, µM (highest dose often 46.1 µM), without a hit: at the highest dose activation, usual class: activators; 0.31% of 410,000 active; AREc32 ARE-luciferase reporter (MCF7-derived line), luminescence, 24 h; AID 624171; also: potency is read from the fitted curve at half-maximal effect; % of control where 0% means no effect; nearly all actives have a fitted effect of over 65% in size
#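 ARE activation measured as luciferase luminescence (Steady-Glo, 30 min RT) in AREc32_Fluc cells after 24 hr compound exposure at 37 deg C, 5% CO2; cells seeded overnight at 1000/well in OPTI-MEM, 5% FBS.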
# pAkt inh: Akt phosphorylation inhibition. activity change, % for hits at 50 µM. Neuro2A IGF-stimulated pAkt S473 HTRF, 20 min; active compounds read low. 0.32% of 360,000 active; in the data active = activity change below about -80%; inconclusive = mostly about -51% to -80%; also: % is scaled to controls: 0 for no effect and ±100 for the full control effect
#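 Neuro2A cells (4,500/well, DMEM with 0.5% FBS) were treated with compound at a single 50 µM final concentration, stimulated with 6 nM IGF for 20 min at 37 °C, and lysed. Phospho-Akt Ser473 was read by HTRF as 665/615 ratio ×10^4.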
# HepG2 tox: HepG2 cytotoxicity, counter-screen for TGF-b inhibitors; AID 588856; HepG2 CAGA-GFP viability, ATP luminescence, 18 h; Potency, µM (highest dose often 46.1 µM), without a hit: at the highest dose activity change, negative = cytotoxicity, hits mostly cytotoxic; 0.76% of 410,000 active; also: potency is read from the fitted curve at half-maximal effect; some results filed as inactive show a strong effect at the top dose
#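 HepG2 CAGA-GFP cells (1000/well, DMEM with 1% FBS) received compound, then TGF-beta at 500 pg/mL final, and were incubated 18 hours at 37 degrees C. Viability was read by CellTiter-Glo luminescence. Media-only wells were set as complete cell-killing and DMSO as no toxicity.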
# Nrf2 inh: inhibitors of Nrf2 signaling; A549 ARE-Fluc reporter, luciferase luminescence, 18-24 h; Potency, µM (titrated, usually from 46 µM), for inactives: at the top dose activity change, negative = inhibition, usual class: inhibitors; 2.1% of 360,000 active; AID 504444; also: potency is read from the fitted curve at half-maximal effect; % is scaled to controls: 0 for no effect and ±100 for the full control effect; nearly all actives have a fitted effect of over 60% in size
#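 Nrf2 activity is the BugLite luminescence, read 15 min after reagent at room temperature, following CellTiter-Fluor cytotoxicity readout (30 min, 37C). Compound titrations were applied for 18-24 h to 5000 A549 ARE_Fluc cells/well in 5% FBS OPTI-MEM.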
# CCT chaperon mod: changes cytosolic chaperonin activity. purified chaperonin ATPase assay, HTRF ADP detection, 30 min. activity change, % (concentration not given with the values), hits read low. 0.3% of 360,000 active. AID 651819; in the data active = activity change below about -30%; also: % is scaled to controls: 0 for no effect and ±100 for the full control effect
#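 We incubate TRiC, 40 or 20 nM final, with library compounds at 76 uM and 10 uM ATP for 30 min at 37 °C. ADP formed is detected with Transcreener HTRF reagents after 30 min at room temperature.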
# A549 viability: kills or reduces viability of A549 cells in Nrf2 counter-screen; A549 ARE-Fluc cells, CellTiter-Fluor viability, 18-24 h; Potency, µM (doses to about 46 µM), for inactives: at the top dose activity change, negative = cytotoxicity, most hits filed as inhibitors; 0.16% of 390,000 active; AID 504648; also: potency is read from the fitted curve at half-maximal effect; % is scaled to controls: 0 for no effect and ±100 for the full control effect
#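 A549 ARE-Fluc cells in 5% FBS OPTI-MEM, 5000 cells/well, rested 2 h then exposed to compounds in concentration-response for 18-24 h at 37 °C. Viability by CellTiter-Fluor fluorescence (Ex 405/Em 525) after 30 min; luciferase luminescence (BugLite, 15 min, RT) read afterwards.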
# MmCpn inh: inhibitors of Methanococcus maripaludis chaperonin (MmCpn); purified Mm-Cpn ATPase, ADP Transcreener TR-FRET; Potency, µM (top dose mostly 76.9 µM), inactives show at the highest dose activity, negative = inhibition, usual class: inhibitors; 0.031% of 330,000 active; AID 504842; also: potency is read from the fitted curve at half-maximal effect; % is scaled to controls: 0 for no effect and ±100 for the full control effect; nearly all actives have a fitted effect of over 80% in size
#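 Purified archaeal Mm-CPN (25nM final) preincubated 10 min at 37degC with compound, then 10uM ATP for 30 min at 37degC; ADP measured by HTRF Transcreener TR-FRET; buffer 30 mM TRIS pH 7.4, 100mM KCl, 5mM MgCl2, 1mM DTT.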
# ATXN viability: viability counter-screen for ATXN expression inhibitors; S2 cells (HEK-293 line with an ATXN2-luciferase reporter) viability, CellTiter-Fluor protease fluorescence, 24 h; Potency, µM (doses to about 56.7 µM), usual class: cytotoxic; 0.49% of 400,000 active; AID 651635; also: potency is read from the fitted curve at half-maximal effect; nearly all actives have a fitted effect of over 40% in size
# An asterisk follows results filed as active; i = inactive; ? = inconclusive; . = no result given; [ ] = dose if it differs, or a comment. Unless noted, calls follow the shape of the dose curve; as a rule, active = well fitted curve in the direction sought with a large enough effect; inconclusive = small, poorly fitted or top-dose-only effect, or another doubt; inactive = no such curve, though single readings can be large; an effect the other way counts as inactive or inconclusive.
SMILES,TGFb inhibitor,Nrf2 activator,pAkt inh,HepG2 tox,Nrf2 inh,CCT chaperon mod,A549 viability,MmCpn inh,ATXN viability
COc1ccc(C(NC(=O)C2CCN(CCCc3ccccc3)CC2)c2cccs2)cc1 (stereo unspecified),?,-0.6%,i,1%,.,-1.7,.,.,i
O=C(OCC(=O)N1CCCCCC1)c1n[nH]c(=O)c2ccccc12,-11%,-0.3%,i,6%,12%,-1.5,0%,-2%,i
CC1CCCC(NC(=O)COC(=O)c2cccnc2Cl)C1C (stereo unspecified),9%,-0.9%,i,4%,5%,1.7,-2%,0%,i
CCOc1ccc2nc(NC(=O)Cn3cnc4c3c(=O)n(C)c(=O)n4C)sc2c1,-5%,3.4%,i,5%,5%,-0.5,-1%,1%,i
COC(=O)c1ccc(Nc2ncnc3c2cnn3-c2cccc(C)c2)cc1,17%,0.4%,i,2%,?,-2.3,-4%,-2%,i
CN1CCN(c2ccc(C(CC(N)=O)NC(=O)Cc3ccc(Br)cc3)cc2[N+](=O)[O-])CC1 (stereo unspecified),-13%,-0.8%,i,0.32µM*,-6%,-0.9,-1%,3%,i
CCc1cc(=O)[nH]c(SCc2nc(-c3ccccc3C)no2)n1,?,0.1%,.,-23%,.,.,6%,.,.
Cc1cc(C)nc(SC2c3cccc4cccc(c34)C2NS(=O)(=O)c2ccccc2)n1 (stereo unspecified),1%,5.7%,i,-18%,?,-1.7,-4%,-2%,i
COc1ccccc1-c1cc(C(F)(F)F)nc(S(=O)(=O)CCCC(=O)Nc2cc(OC)c(OC)c(OC)c2)n1,2%,0.5%,.,-15%,-5%[9.27 µM],.,0%,.,i
CCOc1cc(S(=O)(=O)N(CC)CC)ccc1Cl,12%,0.4%,i,5%,0%,1.4,2%,2%,i
CCN(c1ccccc1)S(=O)(=O)c1ccc(Cl)c(NC(=O)COC(=O)c2ccc[nH]c2=O)c1,-8%,-0.9%,i,-1%,4%,-2.7,-1%,1%,i
CC(C)c1ccc(S(=O)(=O)N2CCN(C(=O)c3cccc(S(=O)(=O)N4CCOCC4)c3)CC2)cc1,-18%,-0.3%,i,0%,?,-1.1,-2%,.,i
CCc1cccc(NC(=O)C2CCCN2S(=O)(=O)c2ccc3nc(-c4ccccc4)[nH]c3c2)c1 (stereo unspecified),?,-0.5%,.,-23%,?,.,-19%,.,.
O=C(CNS(=O)(=O)c1ccc(Br)cc1Cl)OCC(=O)c1ccc[nH]1,19%,-0.6%,i,2%,2%,-2.2,-3%,-4%,i
COCCNC(=O)Cn1nc(C(F)(F)F)cc1C,-6%,-0.3%,i,5%,4%,-3.2,-3%,0%,i
Cc1cccc(N(CC(=O)N2CCCC2)S(=O)(=O)c2ccccc2)c1C,1%,-0.7%,i,-11%,6%,-1.2,-2%,.,i
CC(/C=C/c1ccco1)=N\NC(=O)CNc1ccc2ccccc2c1,5%,10µM*,i,-14%,0%,-0.2,0%,1%,i
Cc1nnc(SCC(=O)Nc2ccc(Cl)cn2)n1Cc1ccccc1,-23%,0.2%,i,3%,-9%,-0.5,2%,2%,i
CCc1cc2c(C)ccc(C)c2nc1SCC(=O)Nc1cc(C)on1,-1%,-0.2%,i,3%,-2%,-1.4,2%,2%,i
CCn1c(SCC(=O)c2ccc(CNC(C)=O)o2)nnc1-c1cccs1,-35%,0.3%,i,-5%,5%,1.2,-2%,-10%,i
O=C(Nc1ccncc1)c1ccc(NS(=O)(=O)c2ccc3[nH]c(=O)[nH]c3c2)cc1,4%,-0.6%,i,6%,5%,0.3,0%,0%,i
O=C(CN1CCN(Cc2ccccc2Cl)C1=O)NCCc1ccc(Cl)cc1,?,3.8%,.,-34%,3%,.,0%,.,i
O=C1C2C3C=CC(C2C(=O)N1C1CCCCC1)C1C(=O)N(C2CCCCC2)C(=O)C31 (stereo unspecified),10%,-0.8%,i,5%,.,0.1,-3%,-1%,i
COCCCNC(=O)CCc1c(C)nc2nc(-c3cc(OC)cc(OC)c3)nn2c1C,-19%,0.1%,.,0%,3%,.,-1%,.,i
CCN1CCN(C(=O)C(C)Nc2ccc(OC)cc2OC)CC1 (stereo unspecified),-1%,0.2%,i,-9%,11%,1.8,2%,1%,i

# Brought forward from above: 3 compounds; new compounds follow.
SMILES,TGFb inhibitor,Nrf2 activator,pAkt inh,HepG2 tox,Nrf2 inh,CCT chaperon mod,A549 viability,MmCpn inh,ATXN viability
O=C1C2C3C=CC(C2C(=O)N1C1CCCCC1)C1C(=O)N(C2CCCCC2)C(=O)C31 (stereo unspecified),10%,-0.8%,i,5%,.,0.1,-3%,-1%,i
COCCCNC(=O)CCc1c(C)nc2nc(-c3cc(OC)cc(OC)c3)nn2c1C,-19%,0.1%,.,0%,3%,.,-1%,.,i
CCN1CCN(C(=O)C(C)Nc2ccc(OC)cc2OC)CC1 (stereo unspecified),-1%,0.2%,i,-9%,11%,1.8,2%,1%,i
O=C(Nc1cccc(C(=O)O)c1)/C(=C/c1ccccc1)NC(=O)c1cccc(Br)c1,-1%,0.6%,i,5%,17%,1.5,-1%,.,i
CCCNC(=O)C1(C)CCN(C(=O)/C=C/c2ccccc2)C1 (stereo unspecified),-12%,-1.1%,i,-6%,.,-0.3,.,.,i
O=C(O)c1cccc(NC(=O)c2ccc(Cl)c(S(=O)(=O)N3CCCCCC3)c2)c1,1%,-2.2%,i,-2%,?,-1.6,13%,5%,i
O=C(NCCCN1CCN(c2ccccc2F)CC1)C1CCC(=O)N1C1CCCCC1 (stereo unspecified),?,-0.2%,i,-1%,3%,0.6,7%,-1%,i
CCC(=O)Nc1ccc(S(=O)(=O)NCC2CCCO2)cc1 (stereo unspecified),3%,-0.5%,i,-9%,-3%,0.6,8%,0%,i
CN(Cc1ccc(Cl)cc1)C(=O)c1ccc(S(=O)(=O)NCc2ccco2)cc1,?,-0.1%,i,-25%,9.2µM*,-1.4,-12%,0%,i
CCCCN1C(=O)C(CC(=O)NCc2ccco2)CC(C(=O)N(C)C)=C1C (stereo unspecified),16%,-0.2%,i,7%,.,-0.3,.,.,i
O=C(CCCO)CCCCCCCCC[C@H]1N[C@H](CO)[C@@H](O)[C@@H]1O,-20%,-1.0%,i,9%,6%,-0.9,0%,0%,i
CCC(Sc1ncnc2sc3c(c12)CCCC3)C(=O)OCC(C)C (stereo unspecified),0%,-0.8%,.,3%,14%,.,-6%,.,i
CCOc1ccc(C(=O)Nc2cccc(-n3cnnn3)c2)cc1OCC,-3%,1.8%,i,-4%,?,0.2,-10%,2%,i
CC1CC(CCN)(c2ccccc2)C(C)CN1C (stereo unspecified),0%,0.6%,i,-66%,10%,1.7,-13%,-7%,i
Cc1cc2[nH]cnc2c([N+](=O)[O-])c1C,-14%,-0.2%,i,-10%,-11%,-3.2,1%,0%,i
CC(=O)Nc1cc(-c2cccc(N)c2)cn2c(-c3ccc(C(C)=O)cc3)cnc12,4%,5.0%,i,-2%,.,-1.6,.,.,?
Cc1cccc(NC(=O)c2cccc(S(=O)(=O)Nc3ccccc3C(=O)O)c2)c1,-16%,0.9%,i,-27%,2%,-4.9,0%,-2%,i
N#Cc1ccc(C23CC4(C2)[C@H](CN(Cc2ccc(C(F)(F)F)cc2)[C@@H]4c2ccccc2)C3c2ccccc2)cc1 (stereo partly specified),4%,5.4%,i,-16%,-7%,-0.8,1%,-2%,i
Cc1ccc(C)c(SCC(=O)NC(=O)NC2CCCC2)c1,-1%,-0.2%,i,-4%,-10%,-1.0,2%,-3%,i
Cc1cc2occ(CC(=O)N(C)CC(=O)Nc3c(C)cccc3C)c2cc1C,-5%,-0.7%,i,-3%,-3%,-3.0,0%,4%,i
Cc1nc(C(=O)NNC(=O)c2ccc(Cl)cc2)cs1,10%,-0.1%,i,6%,?,1.7,-17%,-2%,i
CCCn1c(SCC(=O)Nc2cccc(S(=O)(=O)NC3=NCCCCC3)c2)nc2ccccc2c1=O,-4%,0.1%,i,-6%,?,-3.6,-15%,0%,i
Cc1cc(NC(=O)Cn2cnc3c2c(=O)n(C)c(=O)n3C)n(-c2ccccc2)n1,?,0.2%,i,2%,-4%,-2.3,-3%,-2%,i
Cc1cc(C)nc(-n2nc(C)c3c2N(Cc2ccccc2C)C(=O)CC3c2ccc(Cl)cc2)n1 (stereo unspecified),?,-0.4%,.,-7%,7%,.,7%,.,i
Cc1ccc2c(c1)CC(C)N2S(=O)(=O)c1nnc(NC(=O)C(C)C)s1 (stereo unspecified),0%,-1.2%,.,-15%,28%,.,0%,.,.
OC(c1ccc(F)cc1)c1nc(-c2ccccc2)cs1 (stereo unspecified),-4%,4.6%,i,-35%,.,-2.0,.,.,i
NC(=S)N(c1ccccc1)c1ccccc1,-1%,-0.8%,i,14%,-3%,-6.8,-1%,-2%,i
COc1ccc(C(c2nnnn2-c2c(C)cccc2C)N2CCN(C/C=C/c3ccccc3)CC2)cc1 (stereo unspecified),-24%,0.3%,i,-14%,.,-0.5,.,.,i
CC1(CCc2ccccc2)NC(=O)N(CC(=O)Nc2c(F)cccc2F)C1=O (stereo unspecified),13%,-1.0%,i,13%,-19%,-51*,1%,-3%,i
O=C(COC(=O)c1ccccc1NC(=O)c1ccco1)NCC1CCCCC1,0%,15%,i,-31%,4%,-3.1,0%,0%,i
COc1ccc(Cl)cc1NC(=O)/C=C/C(=O)O,-5%,0.1%,i,-14%,-2%,-0.5,1%,0%,i
